Source: PubChem BioAssay
C2C12 statin: suppression of simvastatin myotoxicity | C2C12 myotubes + simvastatin, ATP luminescence, 48 h; scaled: DMSO 0, geranylgeraniol control 100 | rescue of ATP level, % at 7.49 µM | hit rate 0.78% among 330,000 | AID 602340;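 active means mean ATP rescue above about 67%, or every replicate alone reaching that limit, limit read from the data, passing the limit was not always enough; inconclusive means no clear call, values can overlap the other calls; inactive means mean under the limit and some replicate under it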;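 further: myotubes were challenged with 10 µM simvastatin during compound exposure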
Cneo AK release: Cryptococcus neoformans lysis via adenylate kinase release. lysis activity, % at 15 µM. C. neoformans lysis, adenylate kinase release luminescence, 4 h; normalised: neutral wells 0, clomiphene wells 100. AID 651654. hit rate 0.2% among 360,000;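 active means mean lysis activity across replicates of at least 80%, whatever share of replicates individually reach that level; inactive means mean lysis activity below 80%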
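read-out = cell lysis signal | test system = log-phase Cryptococcus neoformans yeast cells | input = cells at 5 × 10^6 per mL | medium = fresh YPD growth medium | signal = luminescent adenylate kinase detection reagent | timing = 4 h at 37 °C static, read 1 h later | dosing = single dose | controls = Clomiphene as positive lysis control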
LGR2 inh: inhibitors of bursicon-induced Drosophila LGR2 receptor cAMP signaling. HEK293 LGR2, CRE-luciferase, bursicon-stimulated, 4 h. inhibition, % at 9.99 µM. hit rate 0.35% among 380,000;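 active means drop in luminescence signal, shown as inhibition above about 50% in the replicate tests, limit read from the data, passing the limit was not always enough; inconclusive means probably only some replicates passing the limit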;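 further: agonist challenge used bursicon conditioned medium at about half maximal strength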
ARNT-TACC3 inh: disrupts binding between human ARNT and TACC3; AlphaScreen His-ARNT PAS-B/GST-TACC3 binding, luminescence; TACC3 fragment carries E629A point mutation; AID 623870; hit rate 0.66% among 390,000; inhibition, % at 9.99 µM; Q9Y6A5;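 active means mean inhibition of replicates at least 50% and at least half of replicates each reaching 50%; inconclusive means half or more replicates reach 50% but mean below 50%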;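 further: 0% = complete ARNT plus TACC3 wells and 100% = ARNT alone without TACC3; many hits fall short of the cut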
PglD inh: inhibitors of Campylobacter jejuni PglD acetyltransferase; purified PglD enzyme, DTNB colorimetric CoA detection; inhibition, % at 12.5 µM; hit rate 0.098% among 360,000; in the data active means inhibition above about 16%, passing the limit was not always enough; inconclusive means no clear call, values can overlap the other calls; further: strong numbers were not always called active
PAX8 reporter: lowers PAX8-driven luciferase in RMG-I cells | RMG-I TPO-luciferase reporter, SteadyGlo, 24 h | inhibition, % at 12.6 µM | AID 652154 | hit rate 1.2% among 360,000;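 active means mean replicate inhibition at least 60% with every replicate also reaching 60%; inconclusive means only one of the two criteria is met; inactive means mean below 60% and not all replicates reaching 60%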;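 further: luciferase light reporting Pax8 driven TPO promoter activity; plate controls were median of neutral control wells for no effect and mitoxantrone controls for full effect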
INS-1E GSIS act: primary screen for activators of insulin secretion dependent on glucose, INS-1E cells, GLuc reporter luminescence | INS-1E GLuc reporter insulin secretion, 2-3 h | activation, % at 16.6 µM | hit rate 0.61% among 370,000 | AID 743287;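 active means lowest replicate activation of at least 40%, so every replicate reaches that level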;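 further: 0% = median of neutral control wells and 100% = median of IBMX positive control wells; some compounds called inactive have numbers as strong as hits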
PGC1a acetyl inh: lowers PGC1a acetylation signal in U2OS cells; AID 651687; AlphaScreen anti-acetyl-lysine; with virally co-expressed GCN5 acetyltransferase; inhibition, % at 15.6 µM; hit rate 0.17% among 350,000;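 active means every replicate shows inhibition of at least 40%; inconclusive means mean inhibition at least 40% but some replicate below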;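 further: 0% = neutral control wells and 100% = positive control wells; some results beyond the cut were filed as inactive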
* hit, by the source's call; ? = inconclusive; / = no result given; & = joins results of further samples.

SMILES | C2C12 statin | Cneo AK release | LGR2 inh | ARNT-TACC3 inh | PglD inh | PAX8 reporter | INS-1E GSIS act | PGC1a acetyl inh
O=C(c1ccncc1)N1C[C@H]2[C@@H](c3ccccc31)[C@@H](CO)N2C(=O)c1ccccc1F | 3 | -2 | 12 | -5 | 1 | 12 | -1 | 11
CC(=O)c1ccc(S(=O)(=O)Nc2cccc(-c3cn4c(n3)SCC4)c2)cc1 | -10 | -2 | -12 | 2 | 7 | 4 | -11 | /
N#Cc1c(SCc2cccc(Cl)c2)sc(C(=O)c2ccccc2)c1N | 2 | -1 | 10 | 2 | -5 | / | -41 | -10
COC(=O)C[C@H]1CC[C@H]2[C@@H](COc3ccc(NC(=O)c4cnccn4)cc3C(=O)N2C)O1 | -6 | 67 | 10 | 21 | 2 | -1 | 7 | 5
CCCNC(=O)Nc1ccc2c(c1)OC[C@H](C)N(C(=O)C1CCC1)C[C@@H](C)[C@H](OC)CN(C)C2=O | 1 | 41 | -5 | -8 | 1 | -13 | 12 | /
COc1ccc(F)c(CN2CCC(n3nccc3NC(=O)CCCc3ccccc3)CC2)c1 | / | 17 | -11 | 0 | 2 | 8 | -5 | /
COC(=O)[C@H](Cc1ccc(O)cc1)NC(=O)Cn1cnc2c(SC)nc(N)nc21 | 8 | 2 | -4 | / | -6 | -5 | 5 | -14
Cc1ccc(CNc2nc3cc(-c4ccccc4)sc3c(=O)n2C)c(C)c1 | 5 | 2 | -9 | / | 0 | -12 | 30 | 16
Cc1oc2ccc(OCC(N)=O)cc2c1C(=O)OC(C)C | / | 5 | / | 11 | 5 | 9 | 9 | /
O=C(CSc1nnc(Cc2ccccc2)o1)c1ccc2c(c1)OCO2 | / | / | -7 | 2 | / | -9 | 13 | -10
O=C(COc1ncnc2sccc12)N1CCN(C(=O)c2ccco2)CC1 | / | / | 13 | -2 | / | 3 | -7 | 1
Cc1cc([N+](=O)[O-])nn1Cc1noc(C(=O)NCCCn2ccnc2)n1 | -5 | -1 | -5 | -5 | 1 | -15 | -5 | -8
Cn1cc(C(=O)Nc2ccc(F)c(Cl)c2)cn1 | / | / | -1 | -2 | / | -17 | -1 | /
CCCOC(=O)NC(CC)COC(=O)Nc1cccc(C)c1C (stereo not given) | 29 | 0 | / | -4 | -3 | / | / | -4
N/C(=N\OC(=O)c1cccc(F)c1)c1cccc([N+](=O)[O-])c1 | 13 | -1 | / | -2 | 0 | -63 | / | /
CCC(=O)NCCc1nc2cc(NC(=O)c3ccc(Cl)cc3)ccc2n1C | -12 | -4 | -72 | / | 4 | -66 | -8 | -5
Cn1c(=O)c2c(nc3n2CC(O)CN3c2ccccc2)n(C)c1=O (stereo not given) | / | / | 1 | 0 | / | 23 | 1 | /
Cc1ccc2nc3c(c(C(=O)OCC(=O)N(C)C4CCS(=O)(=O)C4)c2c1)CCCC3 (stereo not given) | / | / | -7 | 1 | / | 11 | / | -1
COc1ccc(NC(=O)N(C)C[C@@H]2Oc3ccc(NC(=O)NC(C)C)cc3CC(=O)N([C@H](C)CO)C[C@@H]2C)cc1 | -5&-1 | 6&5 | -11&-7 | -6&-2 | 1&5 | 2 | -2&-2 | 12&8
CC(C(=O)NCC1CCCCC1)N(C)CC(=O)Nc1ccc(N2CCOCC2)cc1 (stereo not given) | / | / | 6 | -8 | / | 2 | 1 | -3
Cn1cnnc1SCc1ccc(F)c2ccccc12 | 3 | -1 | / | -6 | 7 | / | / | 3
Cc1noc(C)c1NC(=O)Nc1ccc2c(c1)C(=O)N([C@H](C)CO)C[C@@H](C)[C@H](CN(C)C(=O)Nc1ccc3c(c1)OCO3)O2 | -7 | -3 | -8 | -8 | -1 | 9 | -6 | 8
Fc1ccc(-c2csc(N3CCC(c4ccccc4)C3)n2)cc1 (stereo not given) | -10 | 0 | 10 | -4 | -4 | / | -16 | -2
COc1ccc(-c2noc3c2-c2nc(-c4c(F)cccc4F)sc2CC3)cc1 | -1 | 0 | -14 | -2 | 2 | 15 | 2 | 2
Cc1csc(NC(=O)CCSCCc2ccccn2)n1 | -9 | -1 | 9 | -3 | / | -4 | 0 | -7
COc1ccccc1NC(=S)N1CCN(c2cccc(C)c2C)CC1 | -8 | 7 | 5 | -2 | 1 | 24 | -17 | -7
CC(=O)c1c(C)oc2ccc(N(C(C)=O)S(=O)(=O)c3ccc(F)cc3C)cc12 | -8 | 0 | -12 | -2 | -1 | -9 | -4 | 5
CC(C)N1CCc2c(sc(NC(=O)c3ccc(S(=O)(=O)N4CCCCC4C)cc3)c2C(N)=O)C1 (stereo not given) | 15 | 1 | 14 | 1 | 3 | -11 | -15 | /
CCC(=O)Nc1ccc2c(c1)C(=O)N(C)[C@H]1CC[C@@H](CC(=O)Nc3cccc(OC)c3)O[C@@H]1CO2 | 26 | 6 | 8 | -4 | 0 | 5 | -2 | 3
C[C@@H]1CCCCO[C@@H](CN(C)C(=O)NC2CCCCC2)[C@@H](C)CN([C@H](C)CO)C(=O)c2cc(NC(=O)Nc3cccc4ccccc34)ccc2O1 | 23 | 5 | 18 | 0 | -3 | 28 | 1 | -7
COc1ccc(C(=O)CN(C(=O)c2ccc(Cl)cc2)N2C(=O)c3ccccc3C2=O)cc1 | 7 | 3 | -2 | 1 | -3 | / | 1 | -3
CO[C@H]1CN(C)C(=O)c2cc(NS(=O)(=O)c3cn(C)cn3)ccc2OC[C@@H](C)N(CCC(F)(F)F)C[C@@H]1C | 4 | -6 | 25 | -3 | 4 | -14 | 0 | -14
CCOC(=O)C(CC)n1cnc2c(nnn2-c2ccc(F)cc2)c1=O (stereo not given) | 1 | 1 | -20 | -3 | -2 | -13 | / | 19
CCOc1cc(C(=S)N2CCOCC2)ccc1OS(=O)(=O)c1ccc(C)cc1 | -14 | 2 | 4 | -4 | -5 | 13 | -27 | 3
Cc1cc(NC(=O)COC(=O)CSc2nc3cc(Cl)ccc3n2Cc2ccccc2)no1 | -17 | 1 | / | -2 | 2 | / | / | -7
COC(=O)NC(NC(=S)Nc1ccc([N+](=O)[O-])cc1)C(Cl)(Cl)Cl (stereo not given) | 2 | -4 | 12 | 39 | -4 | / | -18 | 9
Cc1cc(C)c(S(=O)(=O)NCCc2ccccc2)c(C)c1 | / | / | 9 | 2 | / | -15 | -16 | /
N#CCCN1CCN(S(=O)(=O)c2ccc(S(=O)(=O)N3CCCCCC3)cc2)CC1 | -8 | -2 | 15 | -7 | 2 | -13 | 4 | 3
CC(C)(C)OC(=O)NC(Cc1ccccc1)C(=O)NCCCC(=O)O (stereo not given) | 0 | -1 | -7 | -11 | 3 | 18 | 8 | ?
CCOc1ccccc1NC(=S)NCC1CCCO1 (stereo not given) | / | / | 9 | -6 | / | 24 | 25 | /
COc1cccc(-c2cnc3c(c2)C(=O)N([C@H](C)CO)C[C@H](C)[C@H](CN(C)Cc2ccncc2)O3)c1 | -11&-4 | 4&4 | -17 | -10&-27 | 3&0 | / | 2 | 10&4
COCCNC(=O)C[C@H]1CC[C@H]2[C@H](COc3ccc(NC(=O)COC)cc3C(=O)N2C)O1 | 10 | -3 | 18 | -5 | 0 | 0 | 12 | 4
C[C@@H]1CN([C@H](C)CO)C(=O)Cc2cc(NS(=O)(=O)c3ccccc3)ccc2O[C@H]1CN(C)Cc1ccc(-c2ccccc2)cc1 | 57 | 0 | 6 | 5 | -4 | -12 | -5 | 7
CC12CN3CC(C)(CN(C1)C3c1ccc([N+](=O)[O-])o1)C2 (stereo not given) | / | -2 | 2 | 0 | 2 | 1 | 4 | -11
C[C@H](CO)N1C[C@H](C)[C@H](CN(C)Cc2ccc(Cl)c(Cl)c2)Oc2c(NC(=O)c3cnccn3)cccc2C1=O | 54 | -1 | -18 | -2 | 17 | 23 | -6 | -11

By substructure: those above containing a cyano group
SMILES | C2C12 statin | Cneo AK release | LGR2 inh | ARNT-TACC3 inh | PglD inh | PAX8 reporter | INS-1E GSIS act | PGC1a acetyl inh
N#Cc1c(SCc2cccc(Cl)c2)sc(C(=O)c2ccccc2)c1N | 2 | -1 | 10 | 2 | -5 | / | -41 | -10
N#CCCN1CCN(S(=O)(=O)c2ccc(S(=O)(=O)N3CCCCCC3)cc2)CC1 | -8 | -2 | 15 | -7 | 2 | -13 | 4 | 3

The results go on:
SMILES | C2C12 statin | Cneo AK release | LGR2 inh | ARNT-TACC3 inh | PglD inh | PAX8 reporter | INS-1E GSIS act | PGC1a acetyl inh
CCCn1c(NC(=O)CSCC(=O)Nc2cc(C)on2)nc2ccccc21 | 22 | -6 | 9 | 0 | 0 | -2 | 15 | /
O=C(NCc1nnnn1-c1ccc(Cl)cc1)c1ccc2c(c1)OCO2 | -1 | -1 | 20 | / | -1 | 2 | 8 | -5
COc1ccc(N=C2C(=Nc3ccc(OC)cc3)N(c3ccc(OC)cc3)C(=S)N2c2ccccc2)cc1 | -25 | 0 | -1 | 3 | -4 | / | 12 | -10
COc1ccc(CC2(CO)CCN(Cc3ccncc3)CC2)cc1 | / | / | 4 | 17 | / | -1 | -3 | 2
C[C@@H]1CN([C@H](C)CO)C(=O)CCCn2cc(nn2)CO[C@H]1CN(C)Cc1ccc2c(c1)OCCN2C | -3 | -2 | 7 | -7 | -1 | -10 | 6 | -3
C[C@@H]1CN([C@H](C)CO)S(=O)(=O)c2ccc(-c3ccncc3)cc2O[C@H]1CN(C)Cc1ccncc1 | -53 | / | -19 | / | / | / | 1 | 9
COc1ccc(NC(=O)c2ccc(=O)oc2)cc1 | 2 | -1 | / | 2 | -2 | / | / | 17
CCOc1ccc(NC(=S)N(CCOC)C2CCN(C(C)C)CC2)cc1 | -11 | 6 | 4 | -2 | 3 | 1 | 24 | 4
NC1=NC(=Nc2cccc(S(N)(=O)=O)c2)c2ccccc21 | 19 | 2 | 8 | -2 | -4 | -3 | 4 | /
COC(=O)\C(C(C)=O)=C(/C=C/C=C/N(C)C)N(C)C | -10 | 0 | / | -23 | 0 | -7 | / | 5
Cc1cc(C)n(CCNC(=O)C2CCC(=O)N(Cc3ccc(Cl)cc3)C2)n1 (stereo not given) | 2 | -2 | 11 | -3 | -2 | -8 | 2 | 5
COc1ccc(CCNC(=O)C2CCN(S(=O)(=O)c3cccc4nonc34)CC2)cc1OC | -8 | -2 | / | 2 | -2 | / | / | -7
CN(C(=O)CSc1ccncc1)C1CCCN(Cc2ccccc2F)C1 (stereo not given) | 11 | 0 | 30 | -3 | 2 | 0 | -3 | 3
Cn1nc(CSc2ccccc2)c(C=O)c1Cl | -2 | 0 | -32 | -22 | -1 | -12 | -7 | 2
c1cc2c3c(cccc3c1)NC1(CCC3(CC1)Nc1cccc4cccc(c14)N3)N2 | 51 | 0 | 7 | -1 | -12 | 37 | -6 | 2
O=C(Cc1ccccn1)N[C@@H]1CC[C@@H](CC(=O)N2CCCCC2)O[C@H]1CO | 0 | -1 | 13 | -1 | 6 | 1 | 3 | 7
Cc1ccc(Cn2c(C)c(C(=O)NCc3ccc4c(c3)OCO4)sc2=O)cc1 | 18 | -1 | 4 | / | 4 | 6 | -27 | /
CCN(CC)CCNC(=O)Cn1c(C)cc2ccccc2c1=O | / | 1 | / | -2 | 2 | / | / | 5
C[C@@H]1CN([C@H](C)CO)C(=O)c2cccc(NC(=O)Nc3ccc4c(c3)OCO4)c2O[C@H]1CN(C)C(=O)Nc1ccc(F)cc1 | -2 | -3 | -20 | 3 | 5 | -9 | -11 | 12
Cc1cc(C2=NNC(=NC3CC3)SC2)c(C)n1-c1c(C)n(C)n(-c2ccccc2)c1=O | / | / | 20 | 5 | / | 2 | 21 | /
